From PubChem BioAssay
NR2F2 inh: NR2F2 (human) inhibition, primary screen; AID 686940; HEK293T NGFI-A luciferase reporter, luminescence; inhibition, % at 8.6 µM; actives 0.7% (n = 370,000); P24468;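 active = inhibition above a per-plate cutoff, mean inhibition of test wells between control levels plus 3 SD, cut at about 38% in these data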;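 note: cells cotransfected with COUP-TFII expression vector driving the NGFI-A reporter; 0% = median of COUP-TF2 test wells and 100% = reporter-only cells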
Target sequence (P24468 whole entry, looked up): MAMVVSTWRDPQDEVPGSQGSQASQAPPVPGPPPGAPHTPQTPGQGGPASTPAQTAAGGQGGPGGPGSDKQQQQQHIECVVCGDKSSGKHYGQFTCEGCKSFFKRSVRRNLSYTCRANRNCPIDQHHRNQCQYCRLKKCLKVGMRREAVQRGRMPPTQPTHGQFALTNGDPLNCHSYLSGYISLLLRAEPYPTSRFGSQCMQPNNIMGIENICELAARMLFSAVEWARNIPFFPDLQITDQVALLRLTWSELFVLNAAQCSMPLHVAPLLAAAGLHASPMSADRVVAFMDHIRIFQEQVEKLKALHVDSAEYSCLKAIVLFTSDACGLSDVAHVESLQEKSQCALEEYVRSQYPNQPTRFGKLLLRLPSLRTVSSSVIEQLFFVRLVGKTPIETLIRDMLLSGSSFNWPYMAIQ
NCOA1 inh: inhibitors of human steroid receptor coactivator 1 (SRC1). Q15788. inhibition, % at 3.6 µM. HEK293 GAL4-SRC1 luciferase reporter, luminescence. actives 0.12% (n = 360,000);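 active = inhibition above the campaign mean plus 3 SD, with each screening campaign given its own cutoff, cut at about 60% in these data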;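 note: 0% = DMSO treated cells and 100% = gossypol at 36 µM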
TROY NFkB inh: blocks TROY-dependent signaling in reporter cells. Q293 LMP1-TROYcd NF-kB luciferase reporter, 4 h. inhibition, % at 10 µM. actives 0.98% (n = 360,000). AID 1347056;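 active = compounds whose plate-normalised and pattern-corrected inhibition of the luciferase reporter signal at the single screening dose is 50% or more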
TWEAK-Fn14 inh: TWEAK-Fn14 signaling inhibition. inhibition, % at 10 µM. TWEAK-stimulated Fn14 reporter cells, luciferase luminescence, 8 h. actives 2% (n = 360,000). AID 1159606; in the data active = inhibition above about 50%
NOD2-RIPK2 inh: blocks binding of human NOD2 to RIPK2; actives 0.38% (n = 360,000); AID 624267; O43353; CHO BLA complementation NOD2-RIPK2, CCF4 ratio; inhibition, % at 4.98 µM; in the data active = inhibition above about 21%;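 note: 0% = vehicle only and 100% = reference blocker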
NR5A2 inv ag: NR5A2 inverse agonism in reporter assay | O00482 | HEK293T StAR-luciferase reporter, LRH-1 transfected, 24 h | inhibition, % at 3.6 µM | actives 0.13% (n = 360,000);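 active = inhibition above the mean inhibition of all tested compounds plus 3 SD, cut at about 73% in these data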;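 note: 0% = DMSO wells and 100% = reporter-only cells lacking LRH-1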
Target sequence (O00482 whole entry, looked up): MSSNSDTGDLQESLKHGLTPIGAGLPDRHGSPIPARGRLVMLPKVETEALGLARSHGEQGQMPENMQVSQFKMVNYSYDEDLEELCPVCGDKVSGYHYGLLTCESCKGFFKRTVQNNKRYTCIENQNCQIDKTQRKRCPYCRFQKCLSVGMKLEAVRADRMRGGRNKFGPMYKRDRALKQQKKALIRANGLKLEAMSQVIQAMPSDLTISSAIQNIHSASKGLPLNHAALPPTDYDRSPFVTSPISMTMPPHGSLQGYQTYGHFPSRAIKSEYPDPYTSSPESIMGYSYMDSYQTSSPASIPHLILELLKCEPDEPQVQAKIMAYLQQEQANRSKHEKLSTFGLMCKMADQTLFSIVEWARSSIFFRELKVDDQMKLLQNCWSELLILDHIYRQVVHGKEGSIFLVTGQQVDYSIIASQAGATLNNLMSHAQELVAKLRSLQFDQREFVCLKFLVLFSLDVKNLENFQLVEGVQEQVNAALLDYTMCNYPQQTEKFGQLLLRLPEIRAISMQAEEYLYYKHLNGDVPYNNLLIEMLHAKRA
TRAIL sens C8: caspase-8 TRAIL sensitization; NB7+C8 cells + TRAIL, ATPlite viability luminescence; inhibition (viability loss, TRAIL sensitization), % at 10 µM; actives 1% (n = 360,000); AID 624354;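 active = compounds causing at least 50% loss of cell viability in the single-dose screen, relative to plate controls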
LMP1 NFkB inh: Epstein-Barr LMP1 NF-kappaB reporter inhibition; LMP1-induced NF-kappaB luciferase reporter cells, luminescence; inhibition, % at 12.5 µM; actives 0.69% (n = 350,000); in the data active = inhibition above about 41%;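 note: 0% = neutral control wells and 100% = reference inhibitor control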
SRC2 inh: human SRC2 (NCOA2) inhibition. HEK293 GAL4-SRC2 luciferase reporter, luminescence. inhibition, % at 9 µM. AID 651957. actives 0.17% (n = 370,000);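 active = inhibition above the mean inhibition of all tested compounds plus 3 SD, set per campaign, cut at about 52% in these data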;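 note: 0% = DMSO treated cells and 100% = cells given Gossypol at 36 µM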
NCOA3 inh: inhibitors of human steroid receptor coactivator 3 (SRC3) | Q9Y6Q9 | HEK293 GAL4-SRC3 luciferase reporter, luminescence | inhibition, % at 3.6 µM | actives 0.17% (n = 360,000) | AID 588352;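 active = inhibition above a per-campaign cutoff, the mean of all compounds plus 3 SD, cut at about 60% in these data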;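 note: 0% = DMSO-treated cells and 100% = gossypol-treated cells at 36 µM; higher means less SRC3-driven luciferase light from the GAL4 reporter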
TLR9-MyD88 block: inhibitors of human TLR9-MyD88 binding. AID 504734. Q9NR96+Q99836. CHO BLA complementation TLR9-MyD88, CCF4 FRET ratio. actives 0.21% (n = 340,000). inhibition, % at 4.98 µM;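 active = inhibition above the mean over all tested compounds plus 3 SD, cut at about 21% in these data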;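 note: 0% = DMSO only wells and 100% = clavulanate BLA inhibitor control wells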
Starred values were filed as active, the others as inactive; . = not tested or not shown; & = joins results of further samples. Only part of the results is shown; the hit share may differ from the screen's.

canonical_smiles	TROY NFkB inh	SRC2 inh	NR5A2 inv ag	NCOA1 inh	TWEAK-Fn14 inh	LMP1 NFkB inh	NOD2-RIPK2 inh	NR2F2 inh	TLR9-MyD88 block	NCOA3 inh	TRAIL sens C8
O=S(=O)(Nc1cc2nc3ccccc3nc2n1Cc1ccccc1)c1ccc(Cl)cc1	49	-25	37	5	96*	3	44*	-11	-2	13	-13
Cc1cc(=O)[nH]c(N/N=C/c2c(C)nn(-c3ccccc3)c2Cl)n1	1	8	2	7	2	8	-7	-9	-7	11	15
CCOC(=O)C1CCN(C(=O)c2ccccc2)c2scc(-c3ccccc3)c2C1=O (stereo unspecified)	0	3	5	-6	7	2	5	5	2	-2	1
NC(=O)C1(N2CCCCC2)CCN(C(=O)c2ccc(C#Cc3ccccc3)o2)CC1	-43	6	-2	-8	8	-5	-5	10	-9	-3	7
CCOC(=O)c1c(-c2ccccc2Cl)csc1NC(=O)c1cc(S(=O)(=O)N2CCOCC2)ccc1C	3	-2	-13	-14	27	-3	-12	16	1	3	13
COC(=O)C(NC(=O)c1ccco1)(Nc1ccc(Br)cn1)C(F)(F)F (stereo unspecified)	2	5	-6	-5	0	-5	-10	-6	0	6	1
COc1ccc([C@H]2CC(=O)C=C(c3ccc(SC)cc3)C2)cc1	-48	11	-9	-5	-36	-6	-1	3	-11	-29	-4
COC(=O)C1=C(C)NC(C)=C(C(=O)OC)C1C(=O)OC1CCCCC1=O (stereo unspecified)	1&-1	-18&5	-4&3	7&-15	0&2	3&-5	-4&7	2&2	-3&0	-4&-14	-3&-15

The listing continues.
canonical_smiles	TROY NFkB inh	SRC2 inh	NR5A2 inv ag	NCOA1 inh	TWEAK-Fn14 inh	LMP1 NFkB inh	NOD2-RIPK2 inh	NR2F2 inh	TLR9-MyD88 block	NCOA3 inh	TRAIL sens C8
CCCCCC(O)(c1ccc(OCC)cc1)C(CN1CCOCC1)c1ccccc1 (stereo unspecified)	12	-17	-4	-13	20	5	-13	15	-9	-13	5
COc1cc(C)ccc1N(CCCN1C(=O)c2cccc3cccc(c23)C1=O)C(=O)c1cccs1	-14	10	-8	-3	40	10	-1	6	-7	1	2
CCN(C(=O)CSc1nc2ccc([N+](=O)[O-])cc2s1)C1CCS(=O)(=O)C1 (stereo unspecified)	-23	-9	19	19	-1	-2	5	-7	1	1	-9
CS(=O)(=O)N(CC(=O)N1CCc2ccccc2C1)c1ccc2c(c1)OCO2	-8	25	22	6	14	2	-9	-3	-1	6	5
CN(C)C(=O)C(NC(=O)c1ccccc1)=C(Cl)Cl	5	-10	-3	-20	-5	2	-12	1	-11	13	-8
CC(=O)N1N=C(c2ccccc2)CC1c1cn(C)c2ccccc12 (stereo unspecified)	1	-37	-21	-53	-7	-5	4	-6	2	-47	12
O=C(CSc1n[nH]c(-c2cccs2)n1)NCc1ccc2c(c1)OCO2	-13	-12	8	0	1	-7	4	12	2	-8	-1
Cn1nc(C(=O)N2CCN(S(=O)(=O)c3ccccc3)CC2)c2ccccc2c1=O	14	2	12	4	-4	3	-13	-6	-10	-6	7

(next part)
canonical_smiles	TROY NFkB inh	SRC2 inh	NR5A2 inv ag	NCOA1 inh	TWEAK-Fn14 inh	LMP1 NFkB inh	NOD2-RIPK2 inh	NR2F2 inh	TLR9-MyD88 block	NCOA3 inh	TRAIL sens C8
CCC(=O)N1CCc2cc(S(=O)(=O)N3CCN(c4ccccn4)CC3)ccc21	-8	12	14	14	-9	1	1	5	-8	9	13
O=C(C1CCCN(S(=O)(=O)c2ccc(Cl)cc2)C1)N1CCCC1 (stereo unspecified)	3	3	10	-64	39	-8	-1	-1	-10	-4	2
COc1ccc(Nc2ncc(C(=O)N3CCN(c4ccccc4OC)CC3)c3ccccc23)cc1	-4	-35	-13	6	49	6	0	8	-5	17	12
c1ccc(Cn2cc(-c3cccnc3)cn2)cc1	-18	-19	-18	-13	-3	-2	-2	-33	4	-10	10
CC(C)(C)c1csc(NC(=O)CS(=O)(=O)c2ccccc2)n1	-37	-39	-44	-24	8	-14	-1	-1	-5	-34	-8
Cc1ccc2occ(/C=N/NC(=O)c3ccccc3C)c(=O)c2c1	58*	29	4	16	71*	1	1	7	2	16	-17
COc1ccc(C)cc1N(CC(=O)N1CCc2ccccc2C1)S(C)(=O)=O	13	-6	0	0	-4	-6	11	8	8	12	-4
COc1ccc(C=NCC2OCCc3ccccc32)cc1OC (stereo unspecified)	4	5	9	-10	-4	4	-4	-1	-3	4	-4

Further entries follow:
canonical_smiles	TROY NFkB inh	SRC2 inh	NR5A2 inv ag	NCOA1 inh	TWEAK-Fn14 inh	LMP1 NFkB inh	NOD2-RIPK2 inh	NR2F2 inh	TLR9-MyD88 block	NCOA3 inh	TRAIL sens C8
CCCCNC(=O)CC1N=C2c3ccccc3N=C(SCC(=O)Nc3cccc(C)c3)N2C1=O (stereo unspecified)	0	7	-4	0	-11	-4	-6	22	-10	9	-2
CCOC1=C2CN(S(=O)(=O)c3ccc(C)cc3)C(c3ccc(CC)cc3)CC2n2c(=O)n(-c3ccccc3)c(=O)n2C1 (stereo unspecified)	.	18	-8	.	.	.	7	9	.	.	8
CSc1ccc(CCNC(=O)c2cccc3c2C(=O)N(C2CCCCC2)C3)cc1	28	.	-2	7	-2	2	-14	.	-12	-31	18
CCN1CCN(S(=O)(=O)c2ccc(OC)c3ccccc23)CC1	-1	13	4	-35	0	2	-1	16	14	1	-9
CCn1c(SCC(=O)Nc2ccc(OC)cc2)nnc1-c1ccco1	-10	19	19	8	-4	-13	-3	5	5	0	-14
Cc1csc(NC(=O)CCN2C(=O)c3ccccc3S2(=O)=O)n1	-7	-2	-19	-5	-30	-1	3	4	5	6	14
Cc1ccccc1S(=O)(=O)NC(=O)C1(C)CCN1C(=O)COc1ccc(Cl)cc1 (stereo unspecified)	-4	-1	7	2	0	.	-5	-9	.	-8	-9
Cc1ccc([C@@H]2C[C@H]3[C@@H](CN2S(=O)(=O)c2ccc(C)cc2)C(=O)C[C@@H](c2ccc(Cl)cc2)N3S(=O)(=O)c2ccccc2C)cc1	3	-4	15	-5	-30	1	-5	-5	-9	5	-2

(more compounds)
canonical_smiles	TROY NFkB inh	SRC2 inh	NR5A2 inv ag	NCOA1 inh	TWEAK-Fn14 inh	LMP1 NFkB inh	NOD2-RIPK2 inh	NR2F2 inh	TLR9-MyD88 block	NCOA3 inh	TRAIL sens C8
CC(C)CC(COCc1cccc(C(F)(F)F)c1)N1CCN(C(=O)c2cccc(C(F)(F)F)c2)CCC1=O (stereo unspecified)	-8	-4	27	2	7	8	1	11	-3	-5	17
COC(=O)C1=CO[C@@H](C)[C@H]2CN3CCc4c([nH]c5ccccc45)[C@@H]3C[C@H]12	15	13	5	-1	-3	78*	-1	13	4	-2	27
CCOc1ncccc1C(=O)N1CCN(S(=O)(=O)c2cccs2)CC1	-16	14	10	2	-1	-2	-4	13	-7	-16	4
Cc1oncc1C(=O)Nc1cccc(C#N)c1	10	20	8	-25	7	-1	-7	13	-7	13	-17
Cc1ccc(SCc2c(C(=O)N/N=C/C3CC=CCC3)nnn2-c2nonc2N)cc1 (stereo unspecified)	4	13	-16	-7	-19	-1	-6	-28	-9	17	10
CCCCCCSc1cccc(-c2nc3ccccn3c2NCc2ccccc2)c1	-31&-49	5&-13	-19&-8	-1	-11&-16	-2	-5&-1	-9&6	-4	-3	23&13
CC(=O)n1cc(C(C[N+](=O)[O-])SCCN)c2ccccc21 (stereo unspecified)	-8	.	-9	-32	11	22	-1	.	-4	-6	8
CC(C)(C)NC(=O)C(c1ccccn1)N(C(=O)C1CSC(=O)C1)c1ccccc1F (stereo unspecified)	12	-36	8	-20	-2	1	7	2	-9	13	-9

Other structures
canonical_smiles	TROY NFkB inh	SRC2 inh	NR5A2 inv ag	NCOA1 inh	TWEAK-Fn14 inh	LMP1 NFkB inh	NOD2-RIPK2 inh	NR2F2 inh	TLR9-MyD88 block	NCOA3 inh	TRAIL sens C8
Cc1cc(C)n2c(NC3CCCC3)c(-c3cc4ccccc4o3)nc2n1	-24	-72	-144	.	25	.	3	-33	.	.	4
CCCN(C(=O)CCNC(=O)c1ccc(Cl)cc1)c1c(N)n(Cc2ccccc2)c(=O)[nH]c1=O	-15	9	-9	-2	19	5	0	3	-5	10	0
O=C(NCc1cccs1)c1cccnc1C(=O)O	-7	.	11	-16	5	3	-3	.	-2	8	-12
O=C(CCc1nc(-c2ccccc2Cl)no1)NC1CCCCC1	-6	-8	16	-8	0	3	-5	17	-1	16	16
O=C(Nc1ccc(F)cc1F)c1cccc(S(=O)(=O)N2CCCCC2)c1	-12	5	4	-2	15	-1	-2	-5	-9	3	13
O=C(Cn1nc(C(=O)O)c2ccccc2c1=O)c1c[nH]c2ccccc12	-17	-8	16	-15	-19	3	5	-14	-1	-1	-7
CCn1cc(C(C)NC(=O)Nc2ccccc2C(=O)OC)c(C)n1 (stereo unspecified)	-7	-23	3	1	-1	-5	9	0	14	4	5
Cc1cnccc1CN(C)C(=O)CC1C(=O)NCCN1CC1CCCCC1 (stereo unspecified)	13	-14	-3	-4	5	7	1	-10	-10	-11	5
O=[N+]([O-])c1ccc(-n2cnc3ccccc32)c([N+](=O)[O-])c1	-15	14	42	18	-6	0	-3	21	-8	13	-4
Cc1cc(C(=O)NC2CC(C)(C)Cc3c2cnn3-c2ccccc2C)c(C)o1 (stereo unspecified)	-8	-8	6	-20	-3	-7	3	-10	1	-9	17
Cc1ccc(NC2=Nc3ccccc3CS2)cc1	32	-1	-102	-101	74*	-32	4	-31	11	-75	55*
